Screening data deposited in PubChem by several laboratories.
HMGR II inh: inhibitors of E. faecalis class II HMGR, primary screen, biochemical, Enterococcus faecalis | HMG-CoA reductase (Enterococcus faecalis, mvaE) | purified E. faecalis HMGR, NADPH absorbance 340 nm kinetic | inhibition, % at 10 µM | 190,000 tested, 0.41% active | AID 1066, 2008;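 active = inhibition above a set limit, the median over all tested compounds plus 3 SD, cut at about 9.5% in these data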;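 note: enzyme runs in reverse so mevalonate oxidation gives rising NADPH absorbance; 0% = complete reaction with DMSO and 100% = background rate lacking mevalonate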
bIAP act: bovine intestinal alkaline phosphatase activators, primary screen, biochemical, bovine IAP, CDP-star luminescence; alkaline phosphatase, intestinal [Bos taurus]; purified bovine IAP, 30 min; active compounds read high; fold of DMSO-control signal, blank-subtracted; AID 1016, 2008; 200,000 tested, 0.17% active; activation factor at 20 µM;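 active = activation factor of 2 or more at 20 µM, a signal rise over negative controls twice the positive control's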
PPARg SRC-2 ag: agonists of PPARg-SRC-2 recruitment, primary screen, biochemical, HTS. Peroxisome proliferator-activated receptor gamma (Homo sapiens), P37231. PPARgamma LBD-SRC-2 recruitment. activation, % at 8 µM. 200,000 tested, 0.34% active; in the data active = activation above about 22%;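 note: 0% = vehicle and 100% = reference agonist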
Target sequence (P37231 whole entry, looked up, the tested form may be a part): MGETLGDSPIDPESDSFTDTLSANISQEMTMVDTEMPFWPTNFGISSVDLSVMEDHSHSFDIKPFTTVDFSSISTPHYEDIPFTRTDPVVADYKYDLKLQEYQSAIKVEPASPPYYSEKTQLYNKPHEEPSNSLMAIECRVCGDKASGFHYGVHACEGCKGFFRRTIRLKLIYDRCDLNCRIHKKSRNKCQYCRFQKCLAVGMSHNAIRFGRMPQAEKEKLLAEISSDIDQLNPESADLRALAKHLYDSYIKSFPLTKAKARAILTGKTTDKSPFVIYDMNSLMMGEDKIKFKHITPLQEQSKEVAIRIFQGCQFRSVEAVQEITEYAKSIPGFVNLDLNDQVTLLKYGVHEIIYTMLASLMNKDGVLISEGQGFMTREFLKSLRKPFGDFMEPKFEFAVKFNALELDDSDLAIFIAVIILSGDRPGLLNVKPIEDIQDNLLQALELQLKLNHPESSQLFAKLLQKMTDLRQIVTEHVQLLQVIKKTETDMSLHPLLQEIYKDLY
TR-FRET SRC-2 ct: TR-FRET signal artefacts, primary screen, artefact control for PPARgamma SRC-2 agonist project, biochemical. TR-FRET artefact counter-screen; active compounds read high. TR-FRET ratio at 8 µM. 200,000 tested, 0.4% active; in the data active = TR-FRET ratio above about 2000; note: inactives centre near 1500
bIAP inh: bovine intestinal alkaline phosphatase inhibitors, primary screen, selectivity assay for TNAP inhibitor project, biochemical, bovine IAP, CDP-star luminescence | purified bovine IAP, 30 min | alkaline phosphatase, intestinal [Bos taurus] | 190,000 tested, under 10 active | inhibition, % at 20 µM;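 active = over 50% inhibition of intestinal alkaline phosphatase at 20 µM in the single-dose screen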
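Incubation: 30 min reaction at room temperature / Material: purified bovine intestinal alkaline phosphatase (IAP) enzyme / Input: enzyme at 1/65,000,000 dilution / Dosing: 20 µM single dose / Signal: CDP-star luminescence signal / Reagent: CDP-star chemiluminescent phosphatase substrate, 30 µM final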
TNAP inh hiacc: human TNAP enzyme inhibitors, primary screen, biochemical, luminescent, high phosphate acceptor level, uHTS | purified TNAP, CDP-star luminescence, 1 M DEA | inhibition, % at 20 µM | 200,000 tested, 0.03% active;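 active = over 50% inhibition of tissue-nonspecific alkaline phosphatase at 20 µM in the single-dose screen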;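 note: plate controls were DMSO wells for no effect and EDTA-quenched wells as full inhibition for full effect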
Target sequence (P05186 whole entry, looked up): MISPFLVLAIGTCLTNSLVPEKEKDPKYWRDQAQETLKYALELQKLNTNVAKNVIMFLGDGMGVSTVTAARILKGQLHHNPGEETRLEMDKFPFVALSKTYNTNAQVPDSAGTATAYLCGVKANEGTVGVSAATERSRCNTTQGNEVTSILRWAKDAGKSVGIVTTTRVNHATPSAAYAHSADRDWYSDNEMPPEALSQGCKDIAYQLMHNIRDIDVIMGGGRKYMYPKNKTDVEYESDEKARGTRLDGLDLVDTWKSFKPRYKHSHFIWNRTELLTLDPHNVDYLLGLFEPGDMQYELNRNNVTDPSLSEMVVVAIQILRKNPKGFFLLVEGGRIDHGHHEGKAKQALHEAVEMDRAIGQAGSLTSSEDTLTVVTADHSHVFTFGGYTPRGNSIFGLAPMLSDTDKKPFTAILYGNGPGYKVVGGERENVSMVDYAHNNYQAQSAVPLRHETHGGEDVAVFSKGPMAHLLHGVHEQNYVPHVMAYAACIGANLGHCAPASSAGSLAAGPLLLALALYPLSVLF
TNAP act hi DEA: TNAP activators at high phosphate acceptor level, primary screen, biochemical, luminescence, uHTS; purified TNAP, CDP-star luminescence, 1 M DEA, 30 min; active compounds read high; 0 = EDTA background, 1 = DMSO-only activity; 200,000 tested, under 10 active; activation factor at 20 µM;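 active = activation factor at least 2 at 20 µM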
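Dosing: 20 µM single point. System: human TNAP. Amount: TNAP 1/800 final. Incubation: 30 min, room temperature. Read-out: TNAP activation factor scaled between EDTA and DMSO control wells. Signal: luminescence from CDP-star hydrolysis. Medium: 1 M DEA, pH 9.8, Mg2+, Zn2+. Control set: EDTA negative control, DMSO positive control.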
TNAP inh no acc: human TNAP enzyme inhibitors, primary screen, biochemical, luminescent, no phosphate acceptor, uHTS; Alkaline phosphatase, tissue-nonspecific isozyme (Homo sapiens), P05186; purified TNAP, CDP-star luminescence, 30 min; inhibition, % at 20 µM; 200,000 tested, 0.26% active;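 active = tissue-nonspecific alkaline phosphatase inhibition above about 50% at 20 µM in the single-dose screen, limit read from the data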;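 note: 0% = DMSO negative control and 100% = EDTA positive control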
PPARg SRC-1 ag: PPARgamma agonists recruiting SRC-1 coactivator, primary screen, biochemical. PPARgamma-SRC-1 coactivator recruitment biochemical assay. activation, % at 8 µM. Peroxisome proliferator-activated receptor gamma (Homo sapiens), P37231. 200,000 tested, 0.41% active; in the data active = activation above about 19%;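 note: 0% = DMSO and 100% = reference agonist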
PPARg SRC3 recr: PPARgamma agonists recruiting SRC-3 coactivator, primary screen, biochemical | AID 731, 2007 | activation, % at 8 µM | Peroxisome proliferator-activated receptor gamma (Homo sapiens), P37231 | biochemical PPARgamma/SRC-3 coactivator recruitment assay | 200,000 tested, 0.26% active; in the data active = activation above about 23%;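 note: 0% = DMSO and 100% = reference agonist; some compounds past the cut are filed as inactive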
An asterisk follows results filed as active; . = no result given.

A first look:
SMILES	HMGR II inh	bIAP act	PPARg SRC-2 ag	TR-FRET SRC-2 ct	bIAP inh	TNAP inh hiacc	TNAP act hi DEA	TNAP inh no acc	PPARg SRC-1 ag	PPARg SRC3 recr
CCC(CC)c1nnc(NC(=O)c2cc(-c3ccccc3)nc3ccccc23)s1	2	0.9	-11	1382	14	-3	1	-8	-3	-3
CSc1ccc(CN(C)CC(=O)NC(=O)NC(C)(C)C)cc1	-3	1	11	1535	-4	-6	1.1	-16	8	-9
CCOc1cc(CNC(C)(C)CO)cc(Br)c1OCc1ccc(Cl)cc1Cl	-8	1.1	-4	1327	-8	2	1	5	-5	1
CC(C)Cn1c(/C=C/c2ccccc2)nc2ccccc21	0	0.9	2	1537	14	0	1	-10	3	2

All compounds of this part (from the top)
SMILES	HMGR II inh	bIAP act	PPARg SRC-2 ag	TR-FRET SRC-2 ct	bIAP inh	TNAP inh hiacc	TNAP act hi DEA	TNAP inh no acc	PPARg SRC-1 ag	PPARg SRC3 recr
CCC(CC)c1nnc(NC(=O)c2cc(-c3ccccc3)nc3ccccc23)s1	2	0.9	-11	1382	14	-3	1	-8	-3	-3
CSc1ccc(CN(C)CC(=O)NC(=O)NC(C)(C)C)cc1	-3	1	11	1535	-4	-6	1.1	-16	8	-9
CCOc1cc(CNC(C)(C)CO)cc(Br)c1OCc1ccc(Cl)cc1Cl	-8	1.1	-4	1327	-8	2	1	5	-5	1
CC(C)Cn1c(/C=C/c2ccccc2)nc2ccccc21	0	0.9	2	1537	14	0	1	-10	3	2
COc1ccc(NC(=O)CSc2nc(C)cc(C(F)(F)F)n2)cc1	1	0.9	4	1535	8	-4	1	-15	3	4
COc1ccc(C(=O)N[C@H](C(=O)Nc2nc3ccccc3[nH]2)C(C)C)cc1	-8	1.2	6	1468	-20	-1	1	-30	7	5
Nc1ccc2nc(-c3cccnc3)[nH]c2c1	1	1	14	1703	-5	5	0.9	-14	4	8
C=CCn1c(=O)c2ccccc2n2c(SCC(=O)c3ccccc3)nnc12	-4	0.9	1	1556	12	-7	1.1	-17	8	27*
CCc1ccc(CNCc2cccs2)cc1	-2	1.1	0	1429	-14	-3	1	1	3	2
O=C(CNC(=O)c1ccccc1)OCc1cccc([N+](=O)[O-])c1	5	0.9	5	1602	10	-5	1	-18	2	4
CCOC(=O)CNc1nc(Oc2ccc(=O)n(C)n2)nc(N(CC)CC)n1	-5	1.2	1	1564	-16	2	1	-5	1	4
CCn1c(=O)[nH]c(=O)c2c(N)c(C(=O)c3ccccc3OC)sc21	-1	0.9	-2	1378	11	-2	1	-4	-3	-2
c1ccc(C2CC(c3cccs3)Nc3nnnn32)cc1 (stereo not given)	5	1	-1	1497	1	-1	1	-6	3	-5
COC(=O)C(C)Sc1nc2c(c(-c3ccc(OC)cc3)c1C#N)-c1ccccc1C2=O (stereo not given)	.	.	2	1650	.	.	.	.	4	-6
O=C(CNC(=O)c1ccc(S(=O)(=O)N2CCCC2)cc1)N/N=C/c1ccccc1Cl	-4	1	-3	1520	-3	-3	1	-10	8	2
CCOc1ccccc1C1CC(=O)Nc2cc3c(cc21)OCO3 (stereo not given)	0	0.9	-2	1591	12	-6	1.1	-14	5	2
Cc1c(N=C/C=C/c2ccccc2)cnn1C	3	1	-7	1447	-1	6	0.9	0	0	3
CCCC(=O)N1CCN(c2ccc(NC(=O)c3ccccc3)cc2)CC1	-5	1	2	1529	-2	-2	1	-9	10	3
CC(=O)N1CCN(C(=S)c2ccc([N+](=O)[O-])cc2)CC1	0	1	-1	1619	3	0	1	-7	3	3
c1ccc(CN2CCN(C3=Nc4cccc5cccc3c45)CC2)cc1	-1	0.9	15	1619	10	4	1	0	5	6
Cc1ccc(C)c(NC(=O)CN(C)C(=O)[C@@H](NC(=O)c2ccc(C(C)(C)C)cc2)C(C)C)c1	-2	1	2	1493	-4	-3	1	0	3	8
COc1cccc(N(CC(=O)NC(C)(C)C)C(=O)C2CSC(=O)C2)c1 (stereo not given)	-3	0.8	1	1467	24	-3	1	0	0	-2
CCC(=O)N(CC)C1=C(O)c2ccccc2C(=O)C1=O	-12	0.8	8	1463	18	3	1	1	2	8
Cc1nn(-c2ccc(F)cc2F)c2c1-c1nc(N3CCCC3)ncc1CC2	-1	1	-2	1628	3	-6	1.1	-10	9	-4
CC1CCc2c(C(=O)N3CCN(S(=O)(=O)c4cccs4)CC3)csc2C1 (stereo not given)	0	1	0	1313	-4	2	1	-5	3	4
Further records follow:
SMILES	HMGR II inh	bIAP act	PPARg SRC-2 ag	TR-FRET SRC-2 ct	bIAP inh	TNAP inh hiacc	TNAP act hi DEA	TNAP inh no acc	PPARg SRC-1 ag	PPARg SRC3 recr
Cc1cc(C(=O)CN2C(=O)c3ccccc3S2(=O)=O)c(C)n1CC1CCCO1 (stereo not given)	-5	0.9	-6	1399	11	-2	1	-8	-3	0
CC(=O)c1cccc(NC(=O)c2cc(C(C)C)on2)c1	1	0.9	1	1478	13	-3	1	-12	0	-8
Cc1cc(C(F)F)nn1CC(=O)NCc1ccco1	0	1	-3	1490	1	1	1	-8	-7	-2
NC(=O)c1sc2nc3c(c(-c4cccs4)c2c1N)CCCCC3	-4	1	10	1530	-2	-5	1.1	-11	10	3
Cn1ncc(Cl)c1C(=O)Nc1ccc(Cl)cn1	0	0.9	2	1445	9	-4	1	-11	1	3
COc1ccc(NC(=O)c2cc(C)cc(C)c2)cc1[N+](=O)[O-]	3	1	4	1396	2	-2	1	-3	-6	4
CCOC(=O)c1ccccc1NC(=O)c1cn(-c2ccc(C)c(C)c2)c(=O)c2ccccc12	0	1	130*	3144*	0	-7	1.1	-5	-1	9
CN(C)CCNC(=S)Nc1ccc(Br)cc1	-2	1	4	1547	2	-1	1	-12	11	2
Cn1c(=O)c(-c2ccccc2)nn2c3ccccc3nc12	1	0.9	4	1562	11	-4	1	-8	13	3
CN(C)CCCN(Cc1ccccc1)C(=S)NCc1ccccc1	0	1.1	-9	1330	-9	-2	1	-11	6	0
CN(C)S(=O)(=O)c1cccc(C(=O)C2=C3SC=C(c4ccccc4)N3CC2)c1	-2	0.9	0	1588	8	-3	1	-2	-2	-4
c1ccc(SCCOCCN2CCc3ccccc3C2)cc1	0	0.9	-11	1472	5	0	1	-3	6	1
CC(=O)c1c(C)[nH]c(C(=O)CSc2nnc(-c3ccc(Cl)cc3)n2CC2CCCO2)c1C (stereo not given)	-6	1	4	1750	2	-5	1	-16	5	-6
O=C(COC(=O)c1cc(S(=O)(=O)NCc2ccccc2)ccc1O)NCc1ccccc1	-5	1	0	1682	2	-8	1.1	-6	5	14
COC(=O)c1ccccc1NC(=O)/C=C/c1cc(OC)c(OC)c(OC)c1	1	1	2	1465	-3	-2	1	-13	2	0
OCCCc1nc2n(n1)C(c1ccccc1)C=C(c1ccc(F)cc1)N2 (stereo not given)	-7	1	5	1584	3	-6	1.1	12	3	0
CCOc1ccc(CCNC(=O)C2CCCN(c3nn4c(=O)cc(C)nc4s3)C2)cc1 (stereo not given)	3	1.1	3	1407	-8	-5	1.1	-15	-6	0
CCC(C)(NC(=O)c1ccccn1)C(=O)NC1CCCC1 (stereo not given)	1	1	-11	1371	2	3	1	-6	0	0
Clc1cccc(-c2nnc(SCc3nc4ccccc4[nH]3)n2Cc2ccco2)c1	.	1.4	8	1322	-37	-7	1.1	-26	7	-9
COC(C)(C)[C@]12CC(O)(C(C)C)ON1[C@H]1CCCCC1N2O (stereo not given in full)	-2	1	7	1715	2	-2	1	-6	-7	0
CC1(C)C2CC=C(/C=N/NC(=O)c3ccc(Cl)cc3)C1C2 (stereo not given)	1	1.3	5	1538	-28	0	1	0	7	2
CCCC1O[C@@H]2C[C@H]3[C@@H]4CCC5=CC(=O)C=C[C@]5(C)[C@H]4[C@@H](O)C[C@]3(C)[C@]2(C(=O)CO)O1 (stereo not given in full)	-6	1.1	6	1649	-7	0	1	-5	2	7
CCOC(=O)N1CCN(C(=O)c2ccc(Cn3c(=S)[nH]c4cc(OCC)c(OCC)cc4c3=O)cc2)CC1	-6	1	7	1497	-3	-5	1	-21	5	0
COc1cccc(C2CC(c3cccs3)=NN2C(=O)CSc2nc3ccccc3s2)c1OC (stereo not given)	-3	0.9	6	1744	14	3	1	4	5	3
COc1ccccc1NC(=O)C1=C(C)Nc2nnnn2C1c1ccncc1 (stereo not given)	-3	0.9	9	1640	12	-3	1	-13	9	4
Continued:
SMILES	HMGR II inh	bIAP act	PPARg SRC-2 ag	TR-FRET SRC-2 ct	bIAP inh	TNAP inh hiacc	TNAP act hi DEA	TNAP inh no acc	PPARg SRC-1 ag	PPARg SRC3 recr
COc1ccc(-n2cccc2/C=C2\C(=N)N3N=C(C(C)C)SC3=NC2=O)cc1	-4	1.1	8	1687	-7	-2	1	-4	7	8
Cc1nnc(SCC(=O)NCc2ccccc2)s1	5	0.9	-4	1582	8	-1	1	-9	3	6
COc1ccc(C(=O)n2nc(C)cc2Nc2ccccc2)cc1	1	1.1	4	1392	-6	-3	1	1	1	-11
O=C(CSc1nc2ccccc2[nH]1)NCCN1CCCCC1	0	1	6	1500	-4	-2	1	8	6	-2
COc1ccc(CC(=O)OCc2nnc(-c3ccccc3)o2)cc1	-7	1	3	1701	-1	-4	1	-18	0	2
COc1ccc(NC(=O)c2ccc(CNc3c(NC4CCCCC4)c(=O)c3=O)cc2)c(OC)c1	1	1	-1	1677	3	-4	1	-18	4	11
COc1ccc(Oc2cnc3ccccc3n2)cc1	-4	1.1	-8	1494	-9	-2	1	-5	-7	-3
COc1ccc(N2C(=O)/C(=C/c3cccs3)NC2=S)cc1	0	0.6	2	1485	39	8	0.9	5	-4	3
Cc1ccc(-c2cc(C(=O)Nc3c(C#N)cnn3C)no2)cc1	0	0.9	6	1435	9	-3	1	-10	-2	1
CCC(C(=O)OCC(=O)Nc1cc(Cl)cc(Cl)c1)c1ccccc1 (stereo not given)	0	1	7	1489	3	1	1	-6	3	2
CCCc1cc(=O)[nH]c(SCC(=O)N(C)Cc2ccccc2)n1	-4	1	9	1409	2	-5	1	-13	3	5
Cc1ccc(C(=O)N(c2ccccn2)C(C)c2ccco2)cc1C (stereo not given)	-5	0.9	-2	1315	11	-4	1	-4	1	-11
Cc1cc(C)n2nc(C(=O)Nc3ccccc3N3CCOCC3)nc2n1	.	0.9	.	.	12	-5	1	5	.	.
CCOc1ccc2oc(C(=O)OCC(=O)NC(=O)NC3CCCC3)c(C)c2c1	-3	1	6	1630	4	-1	1	-4	12	-4
